High-throughput results deposited in PubChem by several laboratories.
Scp-1 inhibitor – inhibitors of human Scp-1 phosphatase; Recombinant Scp1, phosphopeptide, malachite green phosphate absorbance; Q9GZU7; inhibition, % at 20 µM; 340,000 tested, 0.88% active;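 active = inhibition above about 50% at 20 µM, limit read from the data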;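 note: plate controls were DMSO wells with enzyme for no effect and wells lacking enzyme for full effect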
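Test system – truncated SCP-1 phosphatase (76-261aa) · Reagent – Phosphorylated 17-residue peptide substrate · Incubation – 45 min room-temperature reaction, 5 min colour, 30 min stabiliser · Detection – colorimetric phosphate reagent with accelerator and stabiliser, absorbance at 630 nm · Measure – % inhibition at 20 µM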
Rpn11 block – Rpn11 (human) deubiquitinase inhibition. human 26S proteasome, Ub4-pepOG fluorescence polarization; 20S core pre-blocked with epoxomicin. calls only at 20 µM. O00487. 360,000 tested, 0.59% active;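 active = inhibition at 20 µM, scaled to each plate's controls, above about 33%, limit read from the data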
NadD inh – NadD (S. aureus) enzyme inhibition | inhibition, % at 20 µM | 360,000 tested, 0.78% active | purified NadD enzyme, colorimetric absorbance read-out; in the data active = inhibition above about 26%; note: some compounds past the cut are filed as inactive
Rin1 Abl inh – blocks binding of human Rin1 to Abl; 360,000 tested, 0.4% active; P00519+Q13671; TR-FRET Rin1/Abl binding, biochemical; inhibition, % at 7.35 µM; in the data active = inhibition above about 5%, passing the limit was not always enough
SUMO1 PPI mod – alters human SUMO1 binding to SIM partners; P63165; SUMO1 binding to a labelled peptide, TR-FRET, 1 h; inhibition, % at 20 µM; 360,000 tested, 0.33% active; in the data active = inhibition above about 37%
LMPTP block – blocks human LMPTP phosphatase. P24666. inhibition, % at 20 µM. 360,000 tested, 0.22% active. recombinant LMPTP-A, OMFP fluorogenic substrate, fluorescence intensity;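 active = compounds that cut the enzyme signal by at least half of the control window in the single-dose screen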;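 note: plate controls were DMSO wells with enzyme plus substrate for no effect and substrate without enzyme for full effect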
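Assay system: LMPTP-A enzyme. Input: 0.625 nM LMPTP-A final. Probe or stimulus: 400 µM OMFP. Compound dosing: single 20 µM dose. Schedule: 50 min dark incubation at room temperature. Detection: fluorescence intensity of OMFP turnover product. Read-out: percent inhibition versus substrate-only and uninhibited controls. Benchmarks: no-enzyme low control, uninhibited high control.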
CSN deneddyl inh – CSN deneddylation inhibition; Q92905; Purified CSN, SCF-Nedd8-OG deneddylation, fluorescence polarization; 360,000 tested, 0.38% active; inhibition, % at 12.5 µM; AID 651999;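 active = pattern-corrected inhibition above about 35%, with an unprinted fluorescence ratio check between 0.5 and 1.5, limit read from the data, passing the limit was not always enough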;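 note: 0% = enzyme with substrate and 100% = substrate without enzyme; some results filed as inactive read as strong as hits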
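assay system = purified human Csn5 enzyme expressed in HEK293T cells | amount = 0.24 nM enzyme | buffer or medium = Tris/NaCl/DTT buffer, pH 7.5 | reagent = 10 nM SCFSkp2-Nedd8OG | compound = one concentration, 12.5 µM, 0.25% DMSO | times = 90 min reaction at room temperature | signal = FP | read-out basis = % inhibition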
STEP block – STEP (human) phosphatase inhibition. AID 588621. 360,000 tested, 0.25% active. inhibition, % at 20 µM. P54829. recombinant STEP, OMFP fluorogenic substrate, fluorescence;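 active = inhibition at 20 µM, scaled per plate between control wells, above about 37%, limit read from the data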;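 note: 0% = DMSO with enzyme and substrate and 100% = substrate only without enzyme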
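System: STEP (striatal-enriched tyrosine phosphatase) enzyme, cell-free; medium: Bis-Tris pH 6.0 buffer with DTT, detergent; dosing: 20 µM, 1% DMSO; times: reaction 20 min, ambient temperature; detection: fluorescence, 480/540 nm; read-out basis: normalized % inhibition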
Neddyl block – inhibitors of human cullin neddylation | 360,000 tested, 0.58% active | TR-FRET cullin neddylation, biochemical | P61081+Q13564 | AID 651699 | calls only at 25 µM; in the data active = inhibition above about 36%
DNMT1 block – DNMT1 (human) enzyme inhibition | DNMT1 molecular beacon, Hinp1I cleavage, fluorescence | P26358 | 360,000 tested, 0.83% active | inhibition (reported as % activation of signal), % at 10 µM; in the data active = inhibition above about 50%
Target sequence (P26358 504-1616 limits assumed): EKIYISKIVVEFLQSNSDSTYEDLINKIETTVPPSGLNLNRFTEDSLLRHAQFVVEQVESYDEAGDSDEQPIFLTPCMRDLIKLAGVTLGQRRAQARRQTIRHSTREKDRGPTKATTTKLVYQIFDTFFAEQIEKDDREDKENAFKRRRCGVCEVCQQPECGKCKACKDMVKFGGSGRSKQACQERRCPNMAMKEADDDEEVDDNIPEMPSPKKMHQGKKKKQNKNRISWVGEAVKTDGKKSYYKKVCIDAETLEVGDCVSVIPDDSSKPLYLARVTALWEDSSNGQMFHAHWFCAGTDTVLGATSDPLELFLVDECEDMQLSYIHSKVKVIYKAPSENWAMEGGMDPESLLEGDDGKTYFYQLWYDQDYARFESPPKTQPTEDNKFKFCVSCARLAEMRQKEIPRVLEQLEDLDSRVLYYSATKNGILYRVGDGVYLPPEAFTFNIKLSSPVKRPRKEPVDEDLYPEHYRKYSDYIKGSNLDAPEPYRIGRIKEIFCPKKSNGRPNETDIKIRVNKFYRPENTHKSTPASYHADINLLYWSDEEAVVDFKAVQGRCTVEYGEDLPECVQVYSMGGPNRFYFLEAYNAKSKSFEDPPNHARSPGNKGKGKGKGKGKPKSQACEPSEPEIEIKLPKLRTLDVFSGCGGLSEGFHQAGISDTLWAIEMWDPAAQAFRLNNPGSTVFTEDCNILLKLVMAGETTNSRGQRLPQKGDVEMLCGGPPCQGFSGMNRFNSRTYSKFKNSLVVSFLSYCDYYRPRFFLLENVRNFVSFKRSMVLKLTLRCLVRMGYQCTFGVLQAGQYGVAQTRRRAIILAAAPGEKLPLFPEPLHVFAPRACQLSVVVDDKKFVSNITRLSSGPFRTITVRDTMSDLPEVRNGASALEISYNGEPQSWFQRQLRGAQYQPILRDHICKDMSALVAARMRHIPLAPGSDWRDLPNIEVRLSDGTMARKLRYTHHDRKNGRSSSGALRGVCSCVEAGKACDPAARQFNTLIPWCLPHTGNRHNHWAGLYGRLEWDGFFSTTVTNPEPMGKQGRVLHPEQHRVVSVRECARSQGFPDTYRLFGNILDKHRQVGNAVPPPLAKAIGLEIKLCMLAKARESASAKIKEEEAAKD
* marks the source's active call; other numbers are inactive results; i = inactive; x = not tested or not shown; + = active, no number. Not a hit list. Share with any hit: about 3.8%.

Sample of the layout (two entries):
SMILES	Scp-1 inhibitor	Rpn11 block	NadD inh	Rin1 Abl inh	SUMO1 PPI mod	LMPTP block	CSN deneddyl inh	STEP block	Neddyl block	DNMT1 block
CCCCN(C(=O)C1CCCC1)c1c(N)n(Cc2ccccc2)c(=O)[nH]c1=O	-7	i	2	-3	2	-0.8	3	-2	i	-3
CC1(C)CC(=O)c2cnc3c(C#N)cnn3c2C1	-5	i	0	0	-2	-0.3	-1	0	i	0

Results, previewed entries included:
SMILES	Scp-1 inhibitor	Rpn11 block	NadD inh	Rin1 Abl inh	SUMO1 PPI mod	LMPTP block	CSN deneddyl inh	STEP block	Neddyl block	DNMT1 block
CCCCN(C(=O)C1CCCC1)c1c(N)n(Cc2ccccc2)c(=O)[nH]c1=O	-7	i	2	-3	2	-0.8	3	-2	i	-3
CC1(C)CC(=O)c2cnc3c(C#N)cnn3c2C1	-5	i	0	0	-2	-0.3	-1	0	i	0
COc1c(F)c(F)c(C(=O)O)c(Nc2cccc(C)c2)c1F	-8	i	-1	2	3	-0.9	-1	-3	i	14
C=CCNC(=O)c1onc(CSc2ccccn2)c1C(=O)NCC=C	0	i	1	4	-4	0.1	1	1	i	0
CCC(=O)NC(c1ccc(Cl)cc1Cl)c1ccc2cccnc2c1O (configuration not stated)	3	i	0	1	-10	0.5	-3	2	i	-7
CC1CCC(NC(=O)CCNC(=O)c2ccc(Br)cc2)CC1 (configuration not stated)	4	i	-5	0	6	0.7	2	-1	i	0
COc1ccc(CCN2C(=O)CC(N3CCN(C/C=C/c4ccccc4)CC3)C2=O)cc1OC (configuration not stated)	-14	i	6	0	0	0.3	-3	-2	i	0
Cc1c(OCC(=O)N2CCC(C(=O)NCCCC(=O)O)CC2)ccc2c1oc(=O)c1ccccc12	-9	i	-4	-1	9	-1.3	2	1	x	-1
O=C(COc1ccc(N2CC(C(=O)O)CC2=O)cc1)Nc1cccc(C(F)(F)F)c1 (configuration not stated)	-7	i	-3	-4	5	-0.8	5	2	i	5
Cc1cc(NC(=O)CSc2nnc(CNC(=O)c3ccc(F)cc3)o2)no1	-5	i	-1	-2	1	-1.1	-3	3	i	0
CCOc1ccc(S(=O)(=O)NCc2ccc(C)cc2)c2cccnc12	0	i	-1	2	-7	0.5	-5	-2	i	2
O=C(C[C@H]1C=C[C@H](NC(=O)Nc2ccccc2F)[C@@H](CO)O1)NCc1ccc(-c2ccccc2)cc1	x	x	x	x	2	0.5	-7	x	i	x
CC(=O)NC1C(Oc2ccc(C)cc2)OC2COC(c3ccco3)OC2C1O (configuration not stated)	-9	i	-5	-1	-2	-1.6	2	2	i	4
Cc1ccc(NC(=O)COC(=O)c2cc(Cl)ccc2Cl)c(Br)c1	-5	i	2	-12	1	-1.0	-5	12	i	2
CCCC(=O)Nc1nnc(SCC(=O)Nc2ccc(OCC)cc2)s1	x	i	-1	-1	-7	0.6	-2	1	i	9
CCc1sc(C(C2C(=O)CC(C)(C)CC2=O)C2C(=O)CC(C)(C)CC2=O)cc1[N+](=O)[O-]	-3	i	9	-3	0	-0.4	3	0	i	-1
O=C(OCC(=O)N1CCOCC1)c1ccc(Cl)c(S(=O)(=O)N2CCc3ccccc32)c1	-21	i	-3	-1	-2	-1.6	-4	-2	i	-11
COc1ccc(Nc2nc(C)nc3c2oc2ccccc23)c(OC)c1	-5	i	-3	-30	1	-0.2	-4	1	x	-3
COC(=O)c1ccc(N=Cc2c(-c3ccccc3)[nH][nH]c2=O)cc1	-4	i	-1	-1	-3	0.2	1	-5	i	-4
CC(C)(C)NC(=O)C(c1c[nH]c2ccccc12)N(C(=O)Cn1nnc(-c2ccc(F)cc2)n1)c1cccc(O)c1 (configuration not stated)	-12	i	9	1	3	2.9	10	-1	i	-15

Brought forward from above: 3 compounds, followed by the next part.
SMILES	Scp-1 inhibitor	Rpn11 block	NadD inh	Rin1 Abl inh	SUMO1 PPI mod	LMPTP block	CSN deneddyl inh	STEP block	Neddyl block	DNMT1 block
COc1ccc(Nc2nc(C)nc3c2oc2ccccc23)c(OC)c1	-5	i	-3	-30	1	-0.2	-4	1	x	-3
COC(=O)c1ccc(N=Cc2c(-c3ccccc3)[nH][nH]c2=O)cc1	-4	i	-1	-1	-3	0.2	1	-5	i	-4
CC(C)(C)NC(=O)C(c1c[nH]c2ccccc12)N(C(=O)Cn1nnc(-c2ccc(F)cc2)n1)c1cccc(O)c1 (configuration not stated)	-12	i	9	1	3	2.9	10	-1	i	-15
O=C(O)CNS(=O)(=O)c1ccc(F)cc1	-5	i	-6	-4	3	-1.6	0	0	i	1
COc1ccc(NC(=O)CSc2nc(C3CC3)nc3ccccc23)c(OC)c1	-7	i	1	1	-1	1.1	0	-1	i	-3
O=C(Nc1ccc(C2=NCCN2)cc1)c1ccc(C(=O)Nc2ccc(C3=NCCN3)cc2)c(Cl)c1	-17	+	30*	0	87*	59*	114*	3	i	-29
CC(C)=CC(=O)OCC(=O)Nc1ccccc1Cl	-4	i	2	1	-1	-2.1	-1	-3	i	-1
COc1cccc(C2CC(c3cccc(Br)c3)n3ncnc3N2)c1 (configuration not stated)	4	i	6	-3	4	-0.7	0	4	i	2
COc1ccc(N2CCN(C(=O)c3cccc(N4C(=O)C5CC=CC(C)C5C4=O)c3)CC2)cc1 (configuration not stated)	0	i	8	0	-2	0.8	0	2	i	-1
CCn1c(SCC(=O)Nc2ccc3c(c2)c2ccccc2n3CC)nnc1-c1ccco1	74*	i	63*	3	26	15	30	0	i	96*
O=C(CSC1CC(=O)N(CCc2ccccc2)C1=O)Nc1ccc(Cl)cc1 (configuration not stated)	-8	i	-5	1	-1	0.6	-12	-5	i	1
Cc1cccc(NC(=O)CSc2nc3ccccc3nc2N2CC(C)OC(C)C2)c1 (configuration not stated)	-15	i	-6	-3	-12	2.9	-8	2	i	-10
O=C(CSc1nc2ccc(Cl)cc2o1)NCc1ccc2c(c1)OCO2	-15	i	-8	0	1	-0.4	3	4	i	-4
COc1ccc(/C=N/Nc2nc(-c3ccc(C)cc3)c(NC(C)=O)s2)cc1	-3	i	4	4	3	0.1	3	0	i	-18
Cc1ccc(C(=O)C(OC(=O)CNS(=O)(=O)c2ccccc2)c2ccccc2)cc1 (configuration not stated)	-14	i	-2	-1	0	0.9	3	-2	i	-5
Nc1nc2cc(Cl)c(Br)cc2o1	-5	i	3	4	7	0.2	2	2	i	-1
CCC(Sc1nnc(C)c(=O)[nH]1)C(=O)Nc1cccc2ccccc12 (configuration not stated)	2	i	4	-1	-6	-0.9	4	1	i	-2
CC1CCN(CC(=O)Nc2ccccc2C(=O)NC2CC2)CC1	-7	i	0	2	7	-1.3	-1	2	i	3
CC(C)n1c(SCC(N)=O)nc2c1c(=O)n(C)c(=O)n2C	3	i	-9	4	-5	-0.2	4	1	i	2
COC(=O)C1=C(NC(=O)C(C)(C)C)CCS1	-6	i	0	-3	-5	-1.2	4	0	i	-2
C[C@@H]1CN([C@@H](C)CO)S(=O)(=O)c2ccc(Br)cc2O[C@@H]1CN(C)C(=O)NC1CCCCC1	x	i	-10	-2	0	-1.8	-7	2	i	6
CCCN1C2CCCC1CC(NC(=O)Nc1ccc(C(C)C)cc1)C2 (configuration not stated)	2	i	-5	3	-3	-0.5	2	-2	i	3
CCCCn1nc2cc(C(=O)NCC34CC5CC(CC(C5)C3)C4)ccc2c1OCC	1	i	1	2	-5	1.0	1	0	x	2
COc1ccc(-c2cccc(C(=O)Nc3ccccc3C)c2)cc1	-5	i	0	-2	-1	0.1	-7	1	i	-1
COc1ccc(C(=O)N[C@H](C(=O)Nc2nc3ccccc3[nH]2)C(C)C)cc1	-1	i	-2	-1	3	-0.1	-9	4	i	4
CC(C)C[C@@H](COCc1ccc(Cl)cc1)N1CCN(C(=O)c2ccc(C(F)(F)F)cc2)CCC1=O	x	x	-3	x	-1	1.9	2	x	i	x
Cc1ccc2nc(-c3cccc(Br)c3)c(Cc3cccc(Cl)c3)n2c1	x	i	6	-3	9	1.4	0	-2	i	-3
Cc1nc(N)[nH]c(=O)c1CCCNc1ccc(CCCCC2(CCl)OCCO2)cc1	-13	i	-1	-2	4	3.5	-1	-2	i	-7
Cc1nn(Cc2c(F)c(F)c(F)c(F)c2F)c(C)c1NC(=O)c1nn(C)cc1Br	-2	i	2	0	4	0.1	3	-2	i	1
N#CC1=C(N)Oc2ccc3ccc(O)cc3c2C1c1ccsc1 (configuration not stated)	-3	i	-2	3	10	-2.3	-44	-16	i	-9
Cc1ccc2c(c1)c1nc3ccccc3nc1n2CCN1CCOCC1	-2	i	-6	-7	-16	1.7	-1	4	i	12
CCc1ccc(-n2c(=O)c3ccccc3n3c(=S)[nH]nc23)cc1	-7	i	0	0	-1	0.2	4	11	i	-1
CC(Oc1ccc(C(=O)NCCc2ccccc2)cc1)C(=O)O (configuration not stated)	-3	i	16	1	1	0.0	3	-3	i	1
O=C(O)CCc1ccc(NCc2cccc(Oc3ccccc3)c2)cc1	-8	i	5	1	9	-2.1	1	0	i	3
COc1ccc(CNC(=O)Nc2nc(C(N)CCc3ccccc3)cs2)cc1 (configuration not stated)	x	i	-1	0	-3	0.5	1	0	i	-9
CC[C@]12c3[nH]c4cc(-c5ccco5)ccc4c3CCN1C(=O)[C@@H](CC(=O)NCc1ccc(OC)c(OC)c1)C[C@@H]2C(=O)N1CCN(C(=O)C2CC2)CC1	4	i	1	-3	7	0.9	0	-1	x	-8
O=C(NCCc1cccc(Cl)c1)c1cccs1	-15	i	-6	0	-1	-0.5	2	-1	i	1
CC(=O)Nc1ccccc1-c1cccc2nccn12	x	i	0	-1	-2	-0.9	-2	2	x	2
O=C(Cn1cnc2c(cnn2-c2ccc(Cl)cc2)c1=O)NCC1CCCO1 (configuration not stated)	-4	i	4	3	0	-0.1	-4	-1	i	1
Cc1cc(C)c([N+](=O)[O-])cc1-c1ccc(/C=N/c2c(-c3ccco3)nc3ccccn23)o1	-3	i	22	-3	-9	5.1	4	5	i	0
CSc1nc(C)c2c(c1C#N)CCCC2	6	i	-1	-7	-3	-3.6	-3	5	i	3
CCOc1ccc(-n2c(C)nc(O)c2N=Nc2ccccc2)cc1	4	i	3	5	-14	0.5	-1	1	i	-4
CNC(=O)c1[nH]cnc1C(=O)Nc1ccc(C)cc1	1	i	-1	5	3	-1.1	-5	2	i	5

A few values from the results shown.
Reading of Cc1ccc2c(c1)c1nc3ccccc3nc1n2CCN1CCOCC1 in STEP block: 4
Reading of Cc1nc(N)[nH]c(=O)c1CCCNc1ccc(CCCCC2(CCl)OCCO2)cc1 in STEP block: -2
